TRPC4 inh: TRPC4 (mouse) channel inhibition. Q9QUQ5. HEK293 TRPC4beta/mu-opioid, DAMGO-evoked Fluo4 calcium flux; active compounds read low. B-score at 10 µM. hit rate 0.39% among 300,000;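 active means B-score over 3 SD under the library average, no early fluorescence shift, positive overall ratio signal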
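Material: HEK293 cells with stable TRPC4beta plus mu-opioid receptor expression; probe or stimulus: DAMGO in two steps, submaximal then maximal; technique: Fluo4 calcium fluorescence by kinetic imaging, 5 s 1 Hz baseline; measure: integrated fluorescence ratio relative to baseline, converted to per-well B score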
TMEM16A act: mouse TMEM16A channel activation, primary screen; B-score at 10 µM; hit rate 0.3% among 340,000; HEK293 TMEM16A/YFP-H148Q/I152L, iodide quench fluorescence; active compounds read low; AID 623877; Q8BHY3;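 active means fluorescence-ratio B-score plate-corrected deviation score at least 3 library SD below zero, with starting fluorescence score within 5 deviations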;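 further: channel opened by trigger with iodide after compound preincubation; score built on the fluorescence ratio of max minus min over baseline; more negative score means more quench and so TMEM16A activation or potentiation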
Target sequence (Q8BHY3 whole entry, looked up): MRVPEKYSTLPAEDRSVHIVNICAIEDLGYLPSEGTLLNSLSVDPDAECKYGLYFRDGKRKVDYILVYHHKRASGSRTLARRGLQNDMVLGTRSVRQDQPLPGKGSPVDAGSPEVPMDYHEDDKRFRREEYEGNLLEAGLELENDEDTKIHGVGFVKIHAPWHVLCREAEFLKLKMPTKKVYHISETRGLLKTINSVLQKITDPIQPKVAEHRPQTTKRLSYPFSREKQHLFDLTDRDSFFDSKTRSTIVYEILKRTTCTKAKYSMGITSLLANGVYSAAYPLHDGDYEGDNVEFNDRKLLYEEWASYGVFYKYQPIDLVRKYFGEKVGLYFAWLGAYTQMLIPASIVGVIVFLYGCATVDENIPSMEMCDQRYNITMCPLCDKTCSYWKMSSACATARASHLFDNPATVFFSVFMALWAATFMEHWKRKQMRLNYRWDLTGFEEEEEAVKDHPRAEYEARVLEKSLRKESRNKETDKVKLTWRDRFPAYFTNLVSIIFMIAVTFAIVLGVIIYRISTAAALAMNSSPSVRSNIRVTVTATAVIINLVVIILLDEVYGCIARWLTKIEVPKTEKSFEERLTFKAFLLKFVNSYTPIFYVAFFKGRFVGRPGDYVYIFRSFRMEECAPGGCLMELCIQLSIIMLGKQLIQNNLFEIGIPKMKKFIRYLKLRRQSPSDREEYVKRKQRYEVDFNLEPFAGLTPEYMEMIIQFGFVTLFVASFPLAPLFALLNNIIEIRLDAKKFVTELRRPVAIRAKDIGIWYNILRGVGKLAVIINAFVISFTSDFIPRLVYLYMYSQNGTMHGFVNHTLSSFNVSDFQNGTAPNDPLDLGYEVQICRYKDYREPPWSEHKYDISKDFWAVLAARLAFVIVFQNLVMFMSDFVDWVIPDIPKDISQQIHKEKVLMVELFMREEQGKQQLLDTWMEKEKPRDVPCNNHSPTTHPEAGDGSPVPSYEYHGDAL
TRPC6 inh: mouse TRPC6 channel inhibition; Q61143; HEK293-TRPC6, membrane potential dye, ACh-evoked depolarization; active compounds read low; B-score at 10 µM; hit rate 1.1% among 310,000;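 active means B-score under library mean minus 3 SD, initial fluorescence not abnormally high, positive integrated signal ratio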;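 further: B-score derived from integrated fluorescence ratio over the kinetic read; more negative B-score means stronger inhibition of depolarization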
ANO1 block: inhibitors of mouse TMEM16A calcium-activated chloride channel | Q8BHY3 | HEK293 TMEM16A/YFP iodide influx fluorescence, ionomycin | normalized B-score (activity score, 25-100; higher = stronger inhibition) at 10 µM | hit rate 1.2% among 310,000 | AID 588511;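 active means ratio plate-corrected score three or more library SD toward inhibition, starting fluorescence score within five deviations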;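 further: score derived from kinetic fluorescence span divided by baseline fluorescence per well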
TRPC4 PAM: allosteric potentiators of mouse TRPC4 channel; hit rate 0.42% among 310,000; Q9QUQ5; B-score at 10 µM; AID 2227; HEK293 TRPC4beta/mu-opioid, DAMGO EC20, Fluo-4 Ca2+ flux; active compounds read high;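 active means B-score of calcium response area above 5 SD of library B-scores, with initial fluorescence ratio within 5 SD of library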;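 further: B-score of integrated fluorescence ratio over time as area under calcium response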
TRPC6 activator: mouse TRPC6 channel activation | Q61143 | HEK293-TRPC6 membrane potential dye fluorescence; active compounds read high | B-score at 10 µM | hit rate 0.13% among 310,000;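 active means B-score of the integrated fluorescence ratio above library mean plus 3 SD, and starting fluorescence ratio within library mean plus 5 SD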;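 further: higher score means more depolarization so channel activation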
TRPC4 act: activators of mouse TRPC4 channel. Q9QUQ5. HEK293 TRPC4beta/mu-opioid, Fluo4 calcium fluorescence; active compounds read high. B-score at 10 µM. hit rate 0.49% among 310,000. AID 2237;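 active means B-score above 5 SD of library B-scores, and initial fluorescence ratio not above library mean plus 5 SD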;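 further: positive B-score marks a calcium rise read as TRPC4 activation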
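Assay system: HEK293 stable line with TRPC4beta plus mu-opioid receptor. Times: dye 45 min RT, read 110 s. Measured by: kinetic Fluo4 calcium fluorescence. Measure: B score of integrated ratio. Controls: assay buffer as low control, maximal DAMGO as high control.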
SKKanGAS inh: blocks kanamycin growth of S. pyogenes SKKanGAS strain | BacTiter-Glo, 6 h | inhibition, % at 7.5 µM | hit rate 1.3% among 300,000;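 active means mean replicate score, as percent of positive control median, at least 50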;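 further: strain carries kanamycin resistance gene driven by streptokinase promoter and grows in 40 µg/ml kanamycin; loss of luminescence reflects streptokinase promoter inhibition or plain growth inhibition; 0% = median of DMSO wells and 100% = positive control at its reference dose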
MrgX1 ag: human MrgX1 receptor agonism, primary screen | AID 588627 | hit rate 0.44% among 310,000 | Q96LB2 | B-score at 10 µM | MrgX1-HEK293 cells, Fluo-4 calcium fluorescence, agonist mode; active compounds read high;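 active means calcium response B-score plate-corrected fluorescence ratio at least 3 library SD, with starting fluorescence B-score inside 5 SD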
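Test system: Stable human MrgX1 HEK293 cell line | Schedule: Overnight plating before 1 h dye loading | Read-out basis: Baseline-normalised fluorescence change ratio, B-scored | Detection: Kinetic calcium dye fluorescence, Fluo-4 NW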
MrgX1 antag: antagonists of human MrgX1 receptor | Q96LB2 | MRGX1-HEK293 calcium flux, Fluo-4, BAM8-22 antagonism; active compounds read low | B-score at 10 µM | hit rate 1.3% among 310,000;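 active means calcium-response B-score plate-corrected more than 3 library SD below zero, starting fluorescence within 5 deviations, no agonist response on first addition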;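 further: peak minus trough fluorescence over baseline after final BAM8-22 challenge near maximal dose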
MrgX1 allo act: human MrgX1 positive allosteric modulation, primary screen | Q96LB2 | hit rate 0.63% among 310,000 | B-score at 10 µM | MrgX1-HEK293, Fluo-4 calcium flux, FDSS; active compounds read high;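 active means plate-corrected calcium response at least 3 library SD above typical, normal starting fluorescence, not activating the receptor alone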;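 further: compound read alongside a low EC10 to EC30 dose of BAM8-22 agonist; peak minus trough fluorescence over baseline measured at the second addition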
* marks the source's active call; other numbers are inactive results; i = inactive; · = no result given.

SMILES	TRPC4 inh	TMEM16A act	TRPC6 inh	ANO1 block	TRPC4 PAM	TRPC6 activator	TRPC4 act	SKKanGAS inh	MrgX1 ag	MrgX1 antag	MrgX1 allo act
O=c1c(C=NCC2CCCO2)c(-c2ccccc2)[nH]n1-c1ccc([N+](=O)[O-])cc1 (configuration not stated)	i	i	i	i	i	i	i	8.7	i	i	i
COc1ccccc1CN1CCN(Cc2nc(Cc3ccccc3)no2)CC1	i	i	i	i	i	i	i	2.1	i	i	i
CC1CCc2c(nc3ncnn3c2Nc2ccc(OC(F)(F)F)cc2)C1 (configuration not stated)	i	i	i	i	i	i	i	2.5	i	i	i
CCN(CC)c1ccc(C(=S)NCc2ccccc2)cc1	i	i	i	i	i	i	i	8.8	i	i	i
CCn1c(=O)c(C(=O)CN2CCc3ccccc32)c(N)n(Cc2ccccc2)c1=O	i	i	i	i	i	i	i	7.7	i	i	i
O=C(Nc1ccc(Cl)cc1F)c1ccccc1Br	i	i	i	i	i	i	i	5.6	i	i	i
Cc1nc(NC(=O)c2ccccc2)sc1-c1csc(NCc2ccccc2)n1	i	i	i	i	i	i	i	17.4	i	i	i
O=C(COc1ccc(Cl)cc1)NCC(=O)N/N=C/c1cccs1	i	i	i	i	i	i	i	2.1	i	i	i
CCOC(=O)N1CCN(C(=O)C(CC)c2ccccc2)CC1 (configuration not stated)	i	i	i	i	i	i	i	6.2	i	i	i
Cc1cc(F)c(F)c(C(=O)N2CCCCC2C)c1Cl (configuration not stated)	i	i	i	i	i	i	i	0.5	i	i	i
Cc1nc2cc(C(=O)OCC(=O)NC(C)C(C)C)ccc2n1-c1ccccc1 (configuration not stated)	i	i	i	i	i	i	i	1.6	i	i	i
CSCCC(=O)N(C)CC1CCN(CCc2cccc(C(F)(F)F)c2)CC1	i	i	i	i	i	i	i	2.8	i	i	i
COC(=O)C1=C(CS(=O)(=O)c2ccc(OC)c(OC)c2)NC(=O)NC1c1ccc(O)c(OC)c1 (configuration not stated)	i	i	i	i	i	i	i	-1.0	i	i	i
CCOC(=O)c1sc(NC(=O)c2ccco2)nc1C	i	i	i	i	i	i	i	-4.0	i	i	i
Cc1cc(C)c(C(=O)N2CCCC(C(=O)c3cc(F)ccc3F)C2)o1 (configuration not stated)	i	i	i	i	i	i	i	4.9	i	i	i
COc1ccccc1[C@@H]1C(c2cccc(C)c2)=NN(c2ccccc2)[C@H]1C(=O)N1CCOC1=O	i	i	i	i	i	i	i	1.6	i	i	i
COc1cc2[nH]c(C(=O)N3CCN(c4ccccc4F)CC3)cc2c(OC)c1OC	i	i	i	i	i	i	i	-2.3	i	i	i
Cc1cccn2c(=O)c3cc(C(=O)NCc4cccnc4)c(=N)n(CC4CCCO4)c3nc12 (configuration not stated)	i	i	i	i	i	i	i	-2.2	i	i	i
O=C(NC(=S)NCc1ccccc1)c1ccccc1[N+](=O)[O-]	i	i	i	i	i	i	i	1.8	i	i	i
O=C(NCc1ccccc1)Nc1cccn(Cc2cccc(F)c2)c1=O	i	i	i	i	i	i	i	0.1	i	i	i
CN1CCN(c2ccccc2NC(=O)c2ccc(-c3cccc(Cl)c3)o2)CC1	i	i	i	i	i	i	i	8.9	i	i	i
C=C(C)c1cccc(C(C)(C)NC(=O)N(C)C2CCN(C)CC2)c1	i	i	i	·	i	i	i	2.8	·	·	·
Cc1ccc(/C=N/OC(=O)c2c(C)noc2-c2snnc2C)cc1	i	i	i	i	i	i	i	-2.7	i	i	i
CCOc1ccc2nc(SCC3CC3(Cl)Cl)[nH]c2c1 (configuration not stated)	i	i	i	i	i	i	i	0.0	i	i	i
CNC(=O)CSc1nnc(-c2ccncc2)n1Cc1ccccc1	i	i	i	i	i	i	i	1.7	i	i	i
CCOC(=O)N1CCN(C(=O)c2c(O)c3cccc4c3n(c2=O)CC4)CC1	i	i	i	i	i	i	i	1.9	i	i	i
CCN1CCN(CCNC(=O)c2ccc(/C=C3/Sc4ccccc4N(Cc4ccccc4C)C3=O)cc2)CC1	i	i	i	·	i	i	i	7.9	·	·	·
O=C(Cc1ccccc1)Nc1cccc(C(=O)O)c1O	i	i	i	i	i	i	i	-11.0	i	i	i
Cc1ccc(S(=O)(=O)NCC(=O)N2CCCC2)cc1	i	i	i	i	i	i	i	-2.4	i	i	i
CC(=O)N1CCc2cc3nc(C)cc(C)c3cc21	i	i	i	i	i	i	i	-12.7	i	i	i
CC(NC(=O)c1cc(Br)cs1)C1CCCO1 (configuration not stated)	i	i	i	i	i	i	i	-10.9	i	i	i
Cc1ccc2cc3cc(C(=O)NCCCN4CCCC4=O)oc3nc2c1	i	i	i	i	i	i	i	-1.8	i	i	i
CNC(=O)COC(=O)c1ccc([N+](=O)[O-])cc1Cl	i	i	i	i	i	i	i	-5.2	i	i	i
Cc1ccc(N(CC(=O)N/N=C/c2ccc(OC3CSC3)cc2)S(=O)(=O)c2ccccc2)c(C)c1	i	i	i	i	i	i	i	22.2	i	i	i
CC(=O)Nc1cc(C(=O)OC(C(=O)c2ccccc2)c2ccccc2)ccc1C (configuration not stated)	i	i	i	i	i	i	i	14.9	i	i	i
Cc1ccccc1Nc1nc(N)nc(CSc2nnc(-c3ccccc3)n2C)n1	i	i	i	i	i	i	i	4.8	i	i	i
Cc1ccc(S(=O)(=O)n2nc(C)c(S(=O)(=O)N3CCOCC3)c2C)cc1	i	i	i	i	i	i	i	0.8	i	i	i
O=C(NCC(c1cccnc1)N1CCOCC1)c1ccc2c(c1)OCO2 (configuration not stated)	i	i	i	i	i	i	i	-7.7	i	i	i
Cc1ccc(S(=O)(=O)Nc2c3ccccc3nc(=O)n2-c2ccccc2)cc1	i	i	i	i	i	i	i	4.3	i	i	i
O=C(Nc1ccccc1)C1=C[C@H](c2ccccc2)C[C@H](OCCCCO)O1	i	i	i	i	i	i	i	6.5	i	i	i
O=C(O)c1ccc(N/N=C/c2c(F)cccc2Cl)cc1	i	i	i	i	i	i	i	11.0	i	i	i
COc1cc(C(=O)NCC(=O)OC(C)C(=O)Nc2ncc(Cl)cc2Cl)cc(OC)c1OC (configuration not stated)	i	i	i	i	i	i	i	-1.6	i	i	i
O=C(Cn1cnc2cc([N+](=O)[O-])ccc2c1=O)NCCc1ccc(F)cc1	i	i	i	i	i	i	i	-1.6	i	i	i
Cc1ccc(-c2nnc(CCC(=O)NCC3C4CC5CC(C4)CC3C5)o2)s1 (configuration not stated)	i	i	i	i	i	i	i	-0.3	i	i	i
O=C(Nc1ncccc1O)c1ccc(S(=O)(=O)N2CCCCCC2)cc1	i	i	i	i	i	i	i	-3.0	i	i	i
CCOC(=O)/C=C1\CN(Cc2cc(OC)c(OC)c(OC)c2)S(=O)(=O)c2ccc(C(F)(F)F)cc21	i	i	i	i	i	i	i	11.8	i	i	i
CCCc1n(CC(O)COCC2CC=CCC2)c2ccccc2[n+]1C (configuration not stated)	i	i	i	i	i	i	i	-3.2	i	i	i
NCCc1ccc(O)c(O)c1	i	i	-5.26*	i	i	i	i	-1.5	i	i	i
COC(=O)c1cccnc1NC(=S)NC1CCCCC1	i	i	i	i	i	i	i	-10.5	i	-4.8*	i
Cc1ccc(S(=O)(=O)Nc2ccccc2F)cc1C(=O)OC(C)C(=O)N1CCOCC1 (configuration not stated)	i	i	i	i	i	i	i	-13.0	i	i	i
Cc1nnc(NC(=O)CSc2nnc(-c3ccco3)n2C(C)C)s1	i	i	i	i	i	i	i	-2.8	i	i	i
Cc1cccc2c1N(CCOc1ccccc1Cl)C(=O)C2=O	i	i	i	i	i	i	i	13.4	i	i	i
CSCCC(NC(=O)c1cccc(C)c1)C(=O)O (configuration not stated)	i	i	i	i	i	i	i	-37.8	i	i	i
COc1cc(/C=N/NC(=O)c2nc3ccccn3c2C)cc(OC)c1O	i	i	i	i	i	i	i	-0.3	i	i	i
COc1ccc(/C=N/NC(=O)c2ccc3c(c2)NC(=O)C(C)(C)O3)cc1OC	i	i	i	i	i	i	i	-2.1	i	i	i
CCOP(=O)(OCC)/C(=N/OC(=O)c1ccc(OC)cc1)C(N)=O	i	i	i	i	i	i	i	0.3	i	i	i
COC(=O)c1nn(-c2ccccc2)c(Cl)c1/C=N/O	i	i	i	i	i	i	i	1.5	i	i	i
COc1ccc2cc(S(=O)(=O)n3cnc(C)c3)ccc2c1	i	i	i	i	i	i	i	-0.7	i	i	i
Cc1ccc(C)c(NC(=O)CN(C)C(=O)COc2ncnc3sccc23)c1	i	i	i	i	i	i	i	1.8	i	i	i
COCCn1c(C)cc(C(=O)COC(=O)CCN2C(=O)c3ccccc3C2=O)c1C	i	i	i	i	i	i	i	-1.4	i	i	i
Later entries
SMILES	TRPC4 inh	TMEM16A act	TRPC6 inh	ANO1 block	TRPC4 PAM	TRPC6 activator	TRPC4 act	SKKanGAS inh	MrgX1 ag	MrgX1 antag	MrgX1 allo act
O=C(O)c1ccccc1NS(=O)(=O)c1cccc2cccnc12	i	i	i	i	i	i	i	3.3	i	i	i
Cn1c(=O)c2c(ncn2CC(O)CNc2ccc(F)cc2)n(C)c1=O (configuration not stated)	i	i	i	i	i	i	i	-6.1	i	i	i
CCc1c(C)nc(N)nc1OCC(F)(F)C(F)F	i	i	i	i	i	i	i	-0.8	i	i	i
CCC(C(=O)NC1CC(C)(C)NC(C)(C)C1)c1ccccc1 (configuration not stated)	i	i	i	i	i	i	i	-3.9	i	i	i
Cn1cc(/C=N/n2cnc3scc(-c4ccccc4)c3c2=O)c2ccccc21	i	i	i	i	i	i	i	2.1	i	i	i
CC(C)CCNC(=O)CN(Cc1ccco1)C(=O)c1snc(C(N)=O)c1N	i	i	i	i	i	i	i	-14.1	i	i	i
Nc1c(S(=O)(=O)c2cccc(Cl)c2)c2nc3ccccc3nc2n1/N=C/c1ccc(O)c(O)c1	i	·	i	i	i	i	i	94.6*	i	i	i
COc1cc(OC)c(/C=N/N2CCN(c3ccccc3OC)CC2)c(OC)c1	i	i	i	i	i	i	i	-0.9	i	i	i

Screening data as filed in PubChem BioAssay.

This is a random part of the collection (roughly 6.7% active in at least one column).
